Assay outcomes deposited in PubChem BioAssay by Dana-Farber Cancer Institute and Novartis Institutes for BioMedical Research (Cambridge, Mass).
OTUD3 inh: blocks human OTUD3 ubiquitin-rhodamine cleavage; 47,000 compounds, 0.7% hits; Q5T2D3; purified OTUD3, Ub-rhodamine fluorescence, 2 h; inhibition, % at 25 µM
USP17 block: inhibitors of human USP17 deubiquitinase. inhibition, % at 50 µM. 47,000 compounds, 6.5% hits. AID 1645855. purified USP17, Ub-rhodamine cleavage fluorescence, 3 h
USP28 inh: inhibitors of human USP28 deubiquitinase | Q96RU2 | purified USP28, Ub-rhodamine cleavage fluorescence, 30 min | inhibition, % at 25 µM | 47,000 compounds, 3% hits | AID 1645857
USP30 inh: blocks human USP30 ubiquitin-rhodamine cleavage | 47,000 compounds, 5.3% hits | Q70CQ3 | purified USP30, Ub-rhodamine cleavage fluorescence | inhibition, % at 25 µM
USP10 inh: blocks human USP10 ubiquitin-rhodamine cleavage; AID 1645856; Q14694; 47,000 compounds, 1.1% hits; purified USP10, Ub-rhodamine fluorescence, 60 min; inhibition, % at 20 µM
UCHL1 inh: human UCHL1 deubiquitinase inhibition | inhibition, % at 20 µM | purified UCHL1, Ub-rhodamine cleavage fluorescence | 47,000 compounds, 0.2% hits
USP8 block: inhibitors of human USP8 deubiquitinase. P40818. purified USP8, Ub-rhodamine cleavage fluorescence, 30 min. inhibition, % at 20 µM. 47,000 compounds, 4.2% hits. AID 1645853
USP7 block: inhibitors of human USP7 deubiquitinase. Q93009. purified USP7, Ub-rhodamine cleavage fluorescence. inhibition, % at 20 µM. 47,000 compounds, 0.3% hits. AID 1645854
Target sequence (Q93009 whole entry, looked up): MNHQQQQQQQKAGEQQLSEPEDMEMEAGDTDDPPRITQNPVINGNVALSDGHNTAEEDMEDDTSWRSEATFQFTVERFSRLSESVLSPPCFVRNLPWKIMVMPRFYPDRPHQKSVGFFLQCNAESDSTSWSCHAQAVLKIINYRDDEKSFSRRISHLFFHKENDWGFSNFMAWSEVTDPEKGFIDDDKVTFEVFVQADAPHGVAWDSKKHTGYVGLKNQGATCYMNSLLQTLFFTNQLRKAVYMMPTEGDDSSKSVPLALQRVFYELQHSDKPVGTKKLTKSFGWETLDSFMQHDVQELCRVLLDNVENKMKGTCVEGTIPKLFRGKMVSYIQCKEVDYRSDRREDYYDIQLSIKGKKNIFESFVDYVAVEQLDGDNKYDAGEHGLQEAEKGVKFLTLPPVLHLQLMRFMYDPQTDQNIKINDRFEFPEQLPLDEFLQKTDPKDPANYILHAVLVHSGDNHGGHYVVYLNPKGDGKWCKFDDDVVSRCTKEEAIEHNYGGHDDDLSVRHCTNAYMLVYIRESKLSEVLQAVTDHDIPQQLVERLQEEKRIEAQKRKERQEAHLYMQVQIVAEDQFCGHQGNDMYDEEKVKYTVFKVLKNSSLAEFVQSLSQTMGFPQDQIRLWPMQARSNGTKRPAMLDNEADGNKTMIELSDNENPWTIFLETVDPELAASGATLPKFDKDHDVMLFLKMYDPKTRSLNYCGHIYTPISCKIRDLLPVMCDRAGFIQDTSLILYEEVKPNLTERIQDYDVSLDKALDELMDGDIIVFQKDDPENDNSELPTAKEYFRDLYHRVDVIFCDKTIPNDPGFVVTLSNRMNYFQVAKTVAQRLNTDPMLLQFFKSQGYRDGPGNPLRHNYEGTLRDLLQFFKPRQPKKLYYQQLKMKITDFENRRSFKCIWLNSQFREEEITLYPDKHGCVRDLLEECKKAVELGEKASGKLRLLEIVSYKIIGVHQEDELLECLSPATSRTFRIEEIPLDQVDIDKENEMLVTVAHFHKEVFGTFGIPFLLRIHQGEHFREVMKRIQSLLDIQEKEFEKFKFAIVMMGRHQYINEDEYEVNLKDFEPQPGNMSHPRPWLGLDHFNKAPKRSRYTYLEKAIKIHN
The depositor's hits bear a star; x = no result given. Rule as the data show it: active = inhibition above about 30%; inactive = the rest.

nr	structure	OTUD3 inh	USP17 block	USP28 inh	USP30 inh
1	Cc1ccc(NC(=O)CCc2nc(CSc3nc4ccccc4o3)no2)c(C)c1	7.6	3.0	4.8	12.0
2	Cc1ccc(NC(=O)c2cc(-c3ccccc3)c(N3CCOCC3)s2)cc1	1.7	-9.6	0.1	-31.7
3	c1ccc(OCc2nc(-c3ccn4cnnc4c3)no2)cc1	-9.6	-0.5	24.2	-40.3
4	CCCn1nc(-n2cnnc2)c(NS(=O)(=O)c2ccc(C)cc2)c1C	-2.6	1.1	7.3	17.1
5	COCc1nn(C)c2c1CN(C(=O)c1ccc3c(c1)OCO3)CC2	7.0	4.9	5.1	12.5
6	COc1cccc(CNC(=O)C2CCCN(c3nc4c(C)cc(C)cc4s3)C2)c1 (stereo not given)	14.2	16.3	11.2	27.8
7	COc1c2c(cc3c1C(c1nnnn1-c1ccc(C)cc1)N(C)CC3)OCO2 (stereo not given)	-1.8	-0.7	0.7	-0.7
8	Cc1c(-c2noc(-c3ccncc3)n2)nnn1-c1ccc(F)cc1	-3.5	2.5	-11.9	12.8
9	CCn1nnc(NCc2ccc(OCc3ccc(Cl)nc3)c(OC)c2)n1	-4.6	-20.1	-9.2	-19.4
10	COC(=O)Cn1cnc2c([nH]c3ccc(OC)cc32)c1=O	4.9	7.8	12.0	28.8
11	Cc1ccccc1NC(=O)N1CC[C@@H]2[C@H](CC1)N(CC(C)C)CCS2(=O)=O	8.7	2.9	4.4	21.2
12	O=C(NC1CS(=O)(=O)CC1O)c1ccc(-n2cccn2)c(C#Cc2ccccc2)c1 (stereo not given)	-9.1	-2.3	0.2	-0.1
13	CCN(CC)c1c2c(nc3nncn13)CCC2	5.2	16.1	x	x
14	Cc1cccc(NC(=O)c2ccn(COc3ccc(F)cc3F)n2)c1C	5.4	8.7	51.1*	15.9
15	COC1=C2CC(C)CC(OC)C(O)C(C)/C=C(\C)C(OC(N)=O)C(OC)/C=C\C=C(/C)C(=O)NC(=CC1=O)C2=O (stereo not given)	-7.9	-13.6	-4.2	-32.8

nr	USP10 inh	UCHL1 inh	USP8 block	USP7 block
1	0.1	-0.3	-89.1	-3.7
2	-8.8	-4.3	-1.1	-6.8
3	-3.9	-3.6	-2.3	-14.2
4	-0.3	-1.7	-0.2	0.9
5	0.3	-0.1	2.5	4.3
6	6.1	2.2	9.3	2.4
7	0.2	0.5	-4.8	-1.4
8	1.3	-4.2	0.0	0.2
9	1.0	-0.5	-1.8	-2.6
10	1.8	2.2	8.9	4.5
11	-4.0	-1.5	-14.1	0.4
12	0.2	1.6	-0.1	-11.3
13	1.7	1.2	0.0	2.4
14	9.7	1.7	8.0	3.6
15	1.9	1.0	4.4	-3.4

Next section
nr	structure	OTUD3 inh	USP17 block	USP28 inh	USP30 inh
16	CC(=O)N[C@@]12CCN(C(=O)c3cccc(-n4cccn4)c3)C[C@@H]1CN(C(C)=O)C2	-0.1	-4.2	-2.2	1.0
17	Cc1nc2ccccc2nc1SCC(=O)NCCc1ccccc1	-10.4	-6.8	-14.0	-4.6
18	COCCN1C[C@@]23CN(C(=O)c4cnccn4)C[C@@H](C[C@@H]2S1(=O)=O)O3	6.1	-19.8	3.6	6.8
19	COCc1nnc(NC(=O)CCc2nc(-c3cc4ccc(C)cc4[nH]c3=O)no2)s1	-1.9	-23.8	-14.8	-3.0
20	c1ccc(Nc2nc(-c3ccc(C4CCCCC4)cc3)cs2)nc1	-6.0	-27.5	-13.9	-40.9
21	O=C(NCc1noc(C2CCCCC2)n1)c1ccc(F)cc1	-0.1	-27.0	-5.3	2.8
22	O=C(c1[nH]nc2c1COc1ccccc1-2)N1CCN(c2ncccn2)CC1	-7.6	-35.0	-250.4	-57.1
23	Cc1ccc(NC(=O)N2CCC(CC(=O)N3CCCCC3)CC2)cc1	-0.2	-0.3	-5.0	-1.9
24	COc1cccc(C(=O)Cn2c(=O)n(CCCC(=O)NCc3ccco3)c(=O)c3ccc(Cl)cc32)c1	0.1	18.0	0.3	18.9
25	O=C1COc2ccc(S(=O)(=O)N3CCCC(C(=O)N4CCCCC4)C3)cc2N1 (stereo not given)	10.4	12.4	18.6	27.2
26	CN1CC[C@@]2(C(=O)N3CCCC3)CCN(C(=O)c3ccccc3)CC[C@@H]12	5.2	-5.3	7.3	17.5
27	O=S1(=O)[C@@H]2CCN(Cc3cccnc3)CC[C@@H]2CN1CCc1ccccc1	4.6	-1.3	4.1	3.1
28	Cc1ccc(N2CCN(c3nc4ccc(C)cc4nc3-n3nc(C)cc3C)CC2C)cc1 (stereo not given)	-3.3	-8.4	-20.2	-43.7
29	CN(C)S(=O)(=O)c1ccc(C(=O)Nc2cccc(-c3nncn3C)c2)cc1	-0.3	-0.2	-0.1	1.1
30	O=C(NC1CCCCC1)c1ccc2c(=O)nc3c(-c4ccccc4F)n[nH]n3c2c1	-8.1	-4.4	-19.8	-42.8

nr	USP10 inh	UCHL1 inh	USP8 block	USP7 block
16	1.2	-0.1	4.8	1.1
17	2.2	-2.9	-3.5	-1.1
18	-3.0	-1.0	-149.4	2.8
19	-0.4	0.0	-162.4	0.0
20	-0.2	-1.7	-28.2	-5.4
21	2.3	-0.2	1.4	-2.5
22	18.4	1.3	11.9	-7.0
23	-1.5	-2.6	3.0	-5.7
24	24.4	-0.7	10.2	-5.9
25	0.6	0.9	18.8	-1.5
26	3.1	3.1	-37.8	2.9
27	-7.1	0.8	-20.2	2.7
28	0.0	1.8	-4.3	0.2
29	-1.8	-0.6	-0.1	0.7
30	20.9	0.1	49.8*	8.0

Next section (3 carried over from the part before).
nr	structure	OTUD3 inh	USP17 block	USP28 inh	USP30 inh
28	Cc1ccc(N2CCN(c3nc4ccc(C)cc4nc3-n3nc(C)cc3C)CC2C)cc1 (stereo not given)	-3.3	-8.4	-20.2	-43.7
29	CN(C)S(=O)(=O)c1ccc(C(=O)Nc2cccc(-c3nncn3C)c2)cc1	-0.3	-0.2	-0.1	1.1
30	O=C(NC1CCCCC1)c1ccc2c(=O)nc3c(-c4ccccc4F)n[nH]n3c2c1	-8.1	-4.4	-19.8	-42.8
31	Clc1ccc2oc(-c3cccs3)nc2c1	-2.2	5.3	3.9	10.0
32	O=C1OC[C@@H]2CCN(Cc3cncc(F)c3)C[C@H]2N1Cc1ccccc1	-2.5	-0.5	-8.1	2.8
33	Cn1c(CCN2CCN(c3ccccn3)CC2)nc2cc(NC(=O)c3ccccc3)ccc21	3.1	-4.3	-1.3	10.1
34	Cc1cc(=O)n2c(n1)NC(N1CCOCC1)=NC2c1ccc(Cl)cc1Cl (stereo not given)	-5.7	-8.5	-5.1	-18.3
35	CN1C(=O)OC2(CCN(C(=O)c3ccc(O)cc3)CC2)c2ccccc21	-0.7	-9.5	-4.9	6.3
36	COc1cccc(C(=O)Nc2cccc(-c3nc4cnccc4o3)c2)c1	-2.1	55.4*	x	x
37	CCn1cc(C(=O)O)c(S(=O)(=O)N2CCCCCC2)n1	9.8	-34.3	-0.2	11.6
38	COc1cccc(-n2ccc(=O)c(-c3nc(-c4cccc(C)c4)no3)n2)c1	2.5	0.1	0.7	-48.1
39	COc1ccc(CNC(=O)c2nc3c(s2)CCN(C(=O)c2cccnc2)CC3)cc1	15.2	10.3	10.8	17.6
40	Cc1ccc(C(=O)Nc2ccc(C)n(CC(=O)N3CCN(C(C)C)CC3)c2=O)cc1	-6.5	-0.1	-5.4	3.5
41	Cc1sc(NC(=O)c2ccc3c(c2)OCO3)nc1-c1ccc2c(c1)CCN2C(=O)c1ccccc1F	0.2	0.0	2.8	2.2
42	CC(C)CCN1C[C@H]2CCN(C(=O)c3ccnnc3)CC[C@H]2S1(=O)=O	2.4	4.8	5.1	6.5
43	O=C(C1CC1)N1CCCCCC1C1CCN(Cc2nnnn2-c2ccccc2)CC1 (stereo not given)	4.0	-8.6	0.2	-2.8
44	CN1CCN(c2ccc(NC(=O)c3cccc(C(F)(F)F)c3)cc2Br)CC1	-5.2	3.1	4.1	-17.1
45	Cc1[nH]c(C)c(S(=O)(=O)Nc2ccc(F)cc2)c1-c1nc(C2CC2)no1	-7.1	-7.5	-0.9	-16.3

nr	USP10 inh	UCHL1 inh	USP8 block	USP7 block
28	0.0	1.8	-4.3	0.2
29	-1.8	-0.6	-0.1	0.7
30	20.9	0.1	49.8*	8.0
31	5.3	-1.0	2.1	-32.3
32	0.5	-1.4	-0.2	2.8
33	-0.4	5.0	7.5	8.0
34	-1.6	-4.1	10.2	-2.9
35	3.5	-1.1	-46.0	0.5
36	0.2	0.0	6.9	2.4
37	-0.4	-2.3	-0.5	0.0
38	-5.6	-12.4	6.6	-9.5
39	3.1	2.7	3.3	3.5
40	0.3	-3.8	-3.8	-1.7
41	4.4	2.2	-2.5	-11.6
42	0.5	-1.0	-0.2	2.7
43	-5.3	-2.6	-32.7	0.4
44	-3.7	-3.9	-7.4	-3.0
45	3.8	0.7	0.1	-72.9

Continued:
nr	structure	OTUD3 inh	USP17 block	USP28 inh	USP30 inh
46	O=S(=O)(c1ccccc1)N1CCC(Nc2cccnc2)C1 (stereo not given)	-96.0	-40.7	-100.8	-380.2
47	Cc1ccnc2nc(C(=O)Nc3ccc(-n4cccn4)nc3)nn12	-8.0	-24.9	-21.3	-96.0
48	COc1ccc(C2=Nc3ccccc3SC(c3ccccc3)C2)cc1 (stereo not given)	3.2	18.7	15.2	9.4
49	Cc1ccc(NC(=O)c2ccc(CNc3nc4nc(C)cc(=O)n4[nH]3)cc2)cc1	17.7	18.1	10.5	26.3
50	COc1ccc(-c2ccccc2)cc1[C@H]1C[C@@H](NC(C)=O)CC2(CCOCC2)O1	1.1	-2.2	2.4	-5.7
51	COc1ccc(OCC(=O)NC(c2ccccc2)c2ccccc2)c(C(C)=O)c1	19.5	-0.3	8.8	14.0
52	CC(C)Cc1ccc(CC(=O)N2CCC(C3(C)NC(=O)NC3=O)CC2)cc1 (stereo not given)	12.0	3.9	6.8	7.5
53	COc1ccc(N=c2oc3c(OC)cccc3cc2C(=O)Nc2ccccn2)cc1	-11.7	6.8	-13.4	12.6
54	Cc1ccc2nc(SCC(=O)N3CCN(c4ncccn4)CC3)[nH]c2c1	0.0	-2.6	-0.1	4.6
55	COc1ccc(CCNC(=O)c2sc(NC3CC3)nc2C)cc1	1.1	8.0	25.1	7.1
56	CC(=O)NC(Cc1cccc(F)c1)C(=O)NC1CCN(c2c(Cc3ccccc3)c(C)nc3ncnn23)CC1 (stereo not given)	-20.4	-30.7	-32.4	-58.5
57	O=C(Nc1ccccc1N1CCOCC1)c1c2c(nc3ccccc13)CCN(Cc1ccccc1)C2	-75.2	-89.4	-90.2	-340.8
58	O=C(Cc1ccccc1)N1CCOC2(COCCN(c3ncccn3)C2)C1 (stereo not given)	-8.7	-21.4	-13.9	-7.6
59	COC(=O)c1cccnc1-n1c(=O)c2cccnc2n(CC(=O)Nc2ccc(Cl)cc2F)c1=O	-0.2	0.2	3.0	0.5
60	O=C(CN1C(=O)c2ccccc2S1(=O)=O)Nc1ccc2c(c1)CCC2	-12.1	-16.1	4.0	-25.2

nr	USP10 inh	UCHL1 inh	USP8 block	USP7 block
46	-3.5	-19.6	13.0	-49.0
47	-3.6	-1.7	-14.2	-1.1
48	5.6	4.6	41.3*	1.5
49	5.0	2.1	12.5	5.0
50	-2.3	5.7	-11.1	-12.4
51	0.2	5.6	21.4	-18.4
52	2.0	1.6	-19.9	0.0
53	0.3	-0.9	9.4	8.8
54	-2.5	-0.2	-3.4	0.4
55	0.7	-4.2	8.9	-5.0
56	-2.5	-1.4	-23.9	-7.6
57	-5.9	-14.7	-14.8	-19.2
58	0.2	-4.2	-34.5	-2.5
59	-0.6	-1.1	6.0	-2.5
60	-0.1	-2.1	-8.7	-3.6

Excerpt, entries 46 to 47
nr	structure	OTUD3 inh	USP17 block	USP28 inh	USP30 inh
46	O=S(=O)(c1ccccc1)N1CCC(Nc2cccnc2)C1 (stereo not given)	-96.0	-40.7	-100.8	-380.2
47	Cc1ccnc2nc(C(=O)Nc3ccc(-n4cccn4)nc3)nn12	-8.0	-24.9	-21.3	-96.0

nr	USP10 inh	UCHL1 inh	USP8 block	USP7 block
46	-3.5	-19.6	13.0	-49.0
47	-3.6	-1.7	-14.2	-1.1

(continued)
nr	structure	OTUD3 inh	USP17 block	USP28 inh	USP30 inh
61	CCN(CC)c1ccc2nnc(CCC(=O)NCc3ccc(F)cc3)n2n1	-5.9	-7.5	-3.2	-30.6
62	Cc1noc(C2CN(Cc3cccnc3)Cc3ccnn3C2)n1 (stereo not given)	-0.9	-4.9	-11.8	-1.0
63	COc1ccc(NS(=O)(=O)c2ccc3oc(SCC(=O)N(C)C4CCS(=O)(=O)C4)nc3c2)cc1 (stereo not given)	2.1	-1.7	x	x
64	O=C(CSc1nnc2c3ccccc3nc(-c3ccco3)n12)N1CCCc2ccccc21	-27.0	-18.0	-25.8	-13.5

nr	USP10 inh	UCHL1 inh	USP8 block	USP7 block
61	-6.4	-6.4	-21.2	-5.2
62	1.3	-4.0	-52.6	1.7
63	1.1	2.7	1.2	1.0
64	47.6*	-2.4	33.5*	1.5

An unsorted share of the library; about 13% have a hit in one of these screens.
